High-throughput results deposited in PubChem by The Scripps Research Institute Molecular Screening Center.
TCR CD3 inh = blocks the human TCR-CD3 interaction | TAMRA-labeled TCR probe fluorescence, biochemical | actives 0.37% (n = 360,000) | inhibition, % at 9.4 µM; in the data active = inhibition above about 19%;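 also: recombinant mutant TCR 2C K166C tagged with TAMRA read by polarization; 0% = receptor in buffer alone and 100% = receptor with positive control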
ABHD4 inh = ABHD4 (mouse) inhibition, primary FP screen; Q8VD66; purified mABHD4, FP-Rh probe fluorescence polarization; inhibition, % at 8.92 µM; actives 0.54% (n = 370,000); AID 720543;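 active = inhibition exceeding the mean over every tested compound plus 3 SD, cut at about 30% in these data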;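 also: 0% = plate median of compound wells and 100% = S159A mutant with DMSO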
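Assay system: mouse ABHD4 enzyme, wild type / Also added: fluorescent activity-based probe FP-Rh / Doses: single nominal dose of 8.92 µM, 0.89% DMSO final / Timing: 45 min compound pre-incubation plus 60 min probe step, 25 °C / Signal: FP readout, ex 525 nm / em 598 nm / Control set: S159A mutant/DMSO as 100%, compound-well median as 0%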
PRMT1 inh = PRMT1 (human) inhibition, primary screen; Q99873; recombinant PRMT1, activity-based probe fluorescence polarization; inhibition, % at 2.79 µM; actives 1.3% (n = 370,000); AID 652257;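 active = inhibition above about 21% made by adding two undisclosed values, limit read from the data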
UHRF1 binding = blocks human UHRF1 binding to methylated DNA; Q96T88; AID 687016; actives 0.75% (n = 370,000); UHRF1 binding to methylated oligo, TR-FRET; inhibition, % at 4.4 µM; in the data active = inhibition above about 21%;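 also: UHRF1 SRA domain binding a hemimethylated CpG hairpin DNA probe; 0% = median of test compound wells and 100% = reference inhibitor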
LEDGF integ inh = blocks HIV-1 LEDGF/p75-dependent DNA integration. TR-FRET IN-LEDGF/p75 DNA integration, Eu/Cy5. inhibition, % at 3.7 µM. actives 0.64% (n = 370,000). AID 743269;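 active = inhibition above the screen-wide mean plus 3 SD, cut at about 13% in these data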;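 also: signal is the Cy5 over europium emission ratio at 671 and 618 nm; 0% = plate median of compound wells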
Tn7 DDE FP = inhibitors of Tn7 peptide binding to human fibrin DD(E); FP displacement of FITC-Tn7 peptide from fibrin DD(E); 0% = median of compound wells per plate; inhibition, % at 8.3 µM; actives 0.13% (n = 370,000);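 active = inhibition above the mean of compounds falling within the control limits plus 3 SD of them, cut at about 14% in these data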;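 also: 0% = plate median of compound wells and 100% = 10 µM Aha-Tn7 peptide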
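Assay system: human fibrin DD(E) protein / Input: 2 µM fibrin DD(E) / Benchmarks: high control of 10 µM Aha-Tn7 peptide / Measured by: fluorescence polarization of the labelled Tn7 tracer / Medium: Tris buffer with calcium and detergent, pH 7.8 / Timing: 10 min compound pre-incubation, 3 h probe incubation at room temperature / Repeats: one replicate per compound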
HTRA1 inh = inhibitors of human serine peptidase HTRA1; recombinant HTRA1, FP-rhodamine activity-based probe, fluorescence polarization; actives 0.5% (n = 340,000); inhibition, % at 5.96 µM; Q92743; in the data active = inhibition above about 36%;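 also: 0% = enzyme with DMSO and 100% = wells lacking enzyme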
TDP2 absorb = blocks human TDP2 phosphodiesterase activity | recombinant TDP2, T5PNP hydrolysis, p-nitrophenol absorbance 415 nm | inhibition, % at 12.8 µM | actives 0.34% (n = 370,000);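 active = inhibition above the mean of all tested compounds plus 3 SD, set per campaign, cut at about 25% in these data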;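 also: 0% = DMSO with enzyme and 100% = buffer with substrate but no TDP2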
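Evaluation: % inhibition relative to enzyme-containing and enzyme-free wells. Material: recombinant human TDP2. Benchmarks: enzyme-free and DMSO wells. Timing: enzyme reaction with compound for 2 h at 37 °C. Compound dosing: 12.8 µM only. Measured by: p-Nitrophenol epi absorbance. Reagent: T5PNP substrate at 5 mM, a TopII-DNA adduct mimic. Replication: single well per compound.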
PG9 binder = small molecules binding HIV-1 gp120 antibody PG9; TR-FRET gp120-PG9 antibody binding; inhibition, % at 6.7 µM; actives 0.43% (n = 360,000); AID 624416; in the data active = inhibition above about 8.5%
SIAE primary = human SIAE inhibition, primary screen | Q9HAT2 | SIAE FP-Rh probe binding, fluorescence polarization | inhibition, % at 9.66 µM | actives 0.69% (n = 370,000) | AID 1053197;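 active = inhibition above a cutoff: mean of compounds within the control limits plus 3 SD of those, cut at about 17% in these data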;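 also: 0% = plate median of compound wells and 100% = probe without SIAE protein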
The depositor's hits bear a star; · = no result given.

SMILES	TCR CD3 inh	ABHD4 inh	PRMT1 inh	UHRF1 binding	LEDGF integ inh	Tn7 DDE FP	HTRA1 inh	TDP2 absorb	PG9 binder	SIAE primary
Cc1ccc(-n2ncc3c2ncn2nc(-c4ccco4)nc32)c(C)c1	3	3	2	-3	0	6	-8	-1	1.5	-9
C=CCn1c(CNc2ccccc2)nnc1SCC(=O)N/N=C/c1ccccc1O	-1	-2	1	0	3	2	3	-3	0.5	3
O=C(CN(Cc1ccc(F)cc1)C(=O)CCC(=O)Nc1nccs1)NCc1ccccc1	-5	-4	4	0	2	-5	-3	-2	-1.3	0
O=C(CCNC(=O)N1CCn2c1nc1ccccc12)NCc1ccc(Cl)cc1	-6	-3	4	2	-3	3	0	-7	-0.1	7
Cc1ccc(-n2c(CNc3ccc(F)cc3)nnc2SCC(=O)O)cc1	4	2	-1	-3	0	-1	·	5	-1.8	20*
Cc1ccc(C(=O)NNC(=O)CCCN2C(=O)/C(=C/c3ccccc3Cl)SC2=S)cc1	-9	-12	2	-1	6	-3	-10	4	1.9	-9
CN(Cc1ccccc1)C(=O)N[C@@H](Cc1ccccc1)C(=O)O	3	5	0	1	1	2	6	-3	0.9	0
Cc1cc(NC(=O)Cn2cc([N+](=O)[O-])cn2)no1	4	-1	0	0	4	-4	-2	-8	-2.2	-1
COC(=O)c1ccc(C2/C(=C(\O)c3ccc4c(c3)OCCO4)C(=O)C(=O)N2CCCN2CCOCC2)cc1 (centres undefined)	1	1	1	0	1	3	5	-6	0.0	6
CC(C)CC(=O)OC(C)(C)[C@@H]1Cc2c(ccc3ccc(=O)oc23)O1	5	-7	-1	-2	-1	-1	-2	-9	-1.5	-4
Cc1cccc(C(=O)N2CCCCCC2)c1	1	1	-3	3	0	6	-8	2	-0.8	-5
CNC(=O)Nc1ccc(C2SCCS2)cc1	4	-16	1	-2	-2	-9	6	-3	1.5	-7
CCCCC(=Nc1ccccc1OC)C1=C(O)CC(c2ccccc2)CC1=O (centres undefined)	2	0	1	-2	3	3	1	2	-2.2	-6
COc1cc2c(cc1OC)C(c1cccc(C)c1)CC(=O)N2 (centres undefined)	9	-5	-1	-3	-3	0	-1	0	0.0	-11
CCC(c1nnnn1Cc1cccs1)N1CCN(C(=O)c2ccco2)CC1 (centres undefined)	-1	4	3	2	-4	5	-3	3	1.7	3
CC(C)(C)NC(=O)Nc1ccc(Br)cc1	-2	4	1	0	-3	0	8	6	-0.3	-3
C=C(C1=CCN(S(=O)(=O)C(C)(C)C)[C@H]1CCO)c1ccccc1	-3	1	1	-1	5	-12	-3	-9	0.8	-3
Cc1cc(C(=O)N/N=C/c2cccnc2)cs1	2	-2	5	1	6	5	3	-1	-2.0	0
CCOC(=O)C1=NN(C(=O)Nc2ccc(OC)cc2)C2C(=O)N(c3cccc(C(F)(F)F)c3)C(=O)C12 (centres undefined)	-5	-8	-4	-3	1	-8	-9	-7	0.4	0
CCOc1ncccc1C(=O)Nc1cc(C(F)(F)F)ccc1N1CCOCC1	3	12	-1	-3	4	-2	7	5	1.1	1

Only HTRA1 inh, SIAE primary and PRMT1 inh, for some of the entries so far:
Molecule	HTRA1 inh	SIAE primary	PRMT1 inh
Cc1cccc(C(=O)N2CCCCCC2)c1	-8	-5	-3
CNC(=O)Nc1ccc(C2SCCS2)cc1	6	-7	1
CCCCC(=Nc1ccccc1OC)C1=C(O)CC(c2ccccc2)CC1=O (centres undefined)	1	-6	1

Other entries:
SMILES	TCR CD3 inh	ABHD4 inh	PRMT1 inh	UHRF1 binding	LEDGF integ inh	Tn7 DDE FP	HTRA1 inh	TDP2 absorb	PG9 binder	SIAE primary
O=C(CN1CCN(C(=O)c2ccco2)CC1)Nc1c2c(nc3c1CCC3)CCCC2	3	24	1	1	4	-6	7	9	-0.7	-2
COc1ccc(NC(=S)N2CCN(c3ccc4c(c3)C3CCN(C(=O)OCc5ccccc5)C4C3)CC2)c(OC)c1 (centres undefined)	2	0	2	-1	-2	2	·	2	0.1	7
CN(C(=O)CCOc1ccccc1)c1c(N)n(Cc2ccccc2)c(=O)[nH]c1=O	-9	1	1	3	0	4	6	-6	-2.1	-5
CCN(CC)CC(O)CNc1ccnc2c(Cl)ccc(Cl)c12 (centres undefined)	-1	0	-4	-3	4	-4	1	3	-0.2	3
Cc1ccc(C(C(=O)NCC2CCCO2)N(Cc2ccccc2)C(=O)c2ccc(-c3ccccc3)[nH]2)o1 (centres undefined)	2	-6	-3	1	-2	1	-42	-8	-2.6	-9
Nc1nc(SCc2ccccc2Cl)n[nH]1	7	1	0	1	0	-5	3	4	-2.0	0
Cc1ccc(C(=O)N/C(=C/c2ccco2)C(=O)NCc2ccco2)cc1	-7	8	11	6	8	-9	-1	-2	0.5	-1
O=S(=O)(NCCCN1CCOCC1)c1ccc2c(c1)OCCO2	8	3	-3	1	-4	0	-5	-6	-1.7	-5
O=C(CCCc1ccccn1)c1ccc(-c2ccccc2)cc1	-2	-33	-3	-1	-1	-7	-11	0	-1.6	-3
CC(C)CN1C(=O)N2CCc3ccccc3C2CS1(=O)=O (centres undefined)	·	1	7	3	0	-5	·	-1	·	-2
C/C(=N\NC(=O)c1n[nH]c2c1CCC2)c1ccco1	-3	-1	-1	2	-4	8	·	4	-0.3	-2
CC(CN1CCN(CCOCCO)CC1)CN1c2ccccc2Sc2ccc(Cl)cc21 (centres undefined)	2	8	-5	-1	5	5	-5	0	-1.2	11
Fc1ccccc1-c1nc(-c2ccncc2)no1	0	1	1	-2	5	1	-1	-4	-1.6	-1
CC(=O)Nc1csc2ccccc12	5	0	-4	1	1	-1	3	5	-1.7	-5
CC(=O)CCSc1nnc(-c2cccc(S(=O)(=O)N3CCOCC3)c2)o1	3	2	0	-1	4	-1	12	4	-0.2	1
CN1CCN(CC2(O)CCN(S(=O)(=O)c3ccc(Cl)cc3)CC2)CC1	8	4	-4	-4	-1	2	8	5	-0.8	-5
Cc1ccc(CNC(=O)c2ccc(N(C)C)cc2)cc1	3	-4	0	0	-1	1	-12	-4	-0.8	-2
CCOC(=O)C1(C)C=C(Nc2ccc(OC)cc2)C(=O)N1c1ccc(OC)cc1 (centres undefined)	2	4	-4	-4	5	5	2	0	-2.1	11
COc1cc(/C=N/Nc2ncc(C(F)(F)F)cc2Cl)cc(OC)c1O	-2	19	2	3	-2	1	8	10	0.2	3
CC(C)NC(=O)c1ccc(NC(=O)CC2SC(N3CCCC3)=NC2=O)cc1 (centres undefined)	1	-2	-2	-1	-2	-7	3	6	1.8	2
CCOC(=O)CSc1nnc(CNC(=O)c2cccs2)n1-c1ccccc1	-3	0	-2	1	-1	6	2	-1	-1.7	-9
COc1ccc(CN(CCNC(=O)CCCCC(=O)NCCN(Cc2ccc(OC)cc2)C(C)C)C(C)C)cc1	9	0	-3	-2	5	-4	4	14	0.1	8
O=C(OCC(=O)N1CCOCC1)c1ccc(F)cc1Cl	-5	2	3	-1	-2	6	-1	2	0.8	-4
COc1ccc(C(C(=O)NC(C)(C)C)N(C(=O)CNC(=O)c2cccs2)c2cccnc2)cc1OC (centres undefined)	8	7	-2	0	2	2	10	-3	-0.3	-1
COc1ccccc1-c1c(C)c(C)nc(N)c1C#N	2	-1	-2	0	-1	-7	5	-9	-1.8	-1
Cc1ccccc1NC(=O)CNC(=O)N1CC(=O)Nc2ccccc21	-3	4	1	1	-3	8	-2	4	-0.2	4
Cc1cnc(C(=O)OCC(=O)Nc2ccc(Br)cc2F)cn1	-5	7	2	2	-9	2	1	-10	-0.2	-3
COc1ccc(-c2cc(C(F)(F)F)n3nc(C(=O)NCCCN4CCOCC4)cc3n2)cc1	7	3	-2	0	-1	-3	·	-19	-1.4	-4
CSCCC(NS(=O)(=O)c1ccccc1F)C(=O)NCc1cccnc1 (centres undefined)	0	-2	2	1	-3	7	2	-1	-1.5	-2
CCOC(=O)N1CCN(C(=O)Cc2cccc3ccccc23)CC1	-4	8	1	3	0	1	1	-1	-0.8	-3

Of the compounds above, these contain a COOH group.
SMILES	TCR CD3 inh	ABHD4 inh	PRMT1 inh	UHRF1 binding	LEDGF integ inh	Tn7 DDE FP	HTRA1 inh	TDP2 absorb	PG9 binder	SIAE primary
Cc1ccc(-n2c(CNc3ccc(F)cc3)nnc2SCC(=O)O)cc1	4	2	-1	-3	0	-1	·	5	-1.8	20*
CN(Cc1ccccc1)C(=O)N[C@@H](Cc1ccccc1)C(=O)O	3	5	0	1	1	2	6	-3	0.9	0

Next section.
SMILES	TCR CD3 inh	ABHD4 inh	PRMT1 inh	UHRF1 binding	LEDGF integ inh	Tn7 DDE FP	HTRA1 inh	TDP2 absorb	PG9 binder	SIAE primary
CCN(CC)CCCNC(=O)c1cc(-c2ccc3c(c2)OCO3)on1	5	-7	-5	-1	1	1	14	-26	-1.1	-14
Cc1ccc(/C=N/N2CCN(Cc3ccc(Cl)cc3)CC2)o1	-2	10	42*	6	-2	-2	-4	8	0.0	-1
O=C(O)[C@@H]1CCCC[C@@H]1C(=O)N1CCc2ccccc2C1CN1C(=O)c2ccccc2C1=O (some centres undefined)	-5	-6	3	3	-1	4	0	1	1.4	0
O=C(c1ccc(NC2=NC3CS(=O)(=O)CC3S2)cc1)N1CCN(c2ccc([N+](=O)[O-])cc2)CC1 (centres undefined)	-5	-2	3	-1	-2	1	0	-8	0.9	-4
COc1ccc(Nc2nc3[nH]c(=O)cc(O)c3s2)cc1	-2	8	7	1	-4	-2	6	3	-8.1	4
C=CCn1c(SCC(=O)Nc2ccccc2-c2ccccc2)nc2cc(C(=O)O)ccc2c1=O	-1	-3	2	0	4	0	0	3	-1.7	-3
O=C(NN=C1CCN(Cc2ccccc2)CC1)c1cc2ccccc2cc1O	9	46*	-1	2	2	5	36	5	-2.1	12
CC(C)=NOc1cc(NC(=O)CCl)cc([N+](=O)[O-])c1	2	-7	3	4	-5	-1	-2	1	-1.0	-2
CCOC(=O)c1ccc(NC(=O)c2nc[nH]c2C(=O)N[C@@H](C)CO)cc1	-1	7	4	0	-3	-2	-18	11	-0.2	-4
Cc1nc(SC(C(N)=O)c2ccccc2)c(C#N)c(C)c1C (centres undefined)	2	-1	1	-2	-2	9	·	6	-3.6	-3
CCCC(C)NC(=O)CC1Oc2ccccc2NC1=O (centres undefined)	·	-3	4	5	2	-1	·	2	·	1
COc1cc2c(cc1OC)[C@@H](NC(=O)CCc1ccccc1)[C@H](OCc1ccccc1)C2	1	-7	-9	-2	1	-1	-10	1	-0.3	-4
COc1cccc(CNc2cccc(C(F)(F)F)c2)c1O	2	-7	0	3	-2	-2	-40	1	-0.2	11
O=C(CC1Oc2ccccc2NC1=O)NCCc1ccccc1 (centres undefined)	-6	3	8	1	0	0	-2	-2	-3.3	-2
